NOD2-RIPK2 inh: inhibitors of human NOD2-RIPK2 interaction; O43353; CHO BLA complementation NOD2-RIPK2, CCF4 ratio; inhibition, % at 4.98 µM; 360,000 compounds, 0.38% hits; in the data active = inhibition above about 21%;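 also: 0% = vehicle only and 100% = reference blocker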
Target sequence (O43353 whole entry, looked up): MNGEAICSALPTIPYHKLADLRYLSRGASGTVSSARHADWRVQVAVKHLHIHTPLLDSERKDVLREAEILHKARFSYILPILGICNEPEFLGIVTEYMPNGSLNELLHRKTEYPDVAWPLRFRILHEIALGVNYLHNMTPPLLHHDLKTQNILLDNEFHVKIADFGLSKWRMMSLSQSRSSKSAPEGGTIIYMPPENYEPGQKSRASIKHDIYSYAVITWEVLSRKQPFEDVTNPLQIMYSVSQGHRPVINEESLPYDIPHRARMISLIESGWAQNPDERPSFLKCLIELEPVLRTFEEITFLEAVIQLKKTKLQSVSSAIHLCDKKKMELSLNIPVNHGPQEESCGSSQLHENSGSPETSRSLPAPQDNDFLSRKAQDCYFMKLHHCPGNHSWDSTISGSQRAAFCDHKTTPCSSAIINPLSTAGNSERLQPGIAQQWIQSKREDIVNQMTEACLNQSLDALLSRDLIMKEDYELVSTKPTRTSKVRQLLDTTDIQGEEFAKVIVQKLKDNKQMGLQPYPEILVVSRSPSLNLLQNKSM
ABHD5 PLIN5 PPI: blocks binding of human ABHD5 to perilipin-5; Split G. princeps luciferase complementation, luminescence, 4 h; inhibition, % at 4 µM; 360,000 compounds, 0.78% hits; AID 602281;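 active = inhibition above the mean inhibition across every tested compound plus 3 SD, cut at about 22% in these data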;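 also: 0% = DMSO only wells and the 100% control is not disclosed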
NR5A2 inv ag: suppresses constitutive activity of human LRH-1 | O00482 | HEK293T StAR-luciferase reporter, LRH-1 transfected, 24 h | inhibition, % at 3.6 µM | 360,000 compounds, 0.13% hits | AID 602396;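 active = inhibition above the mean inhibition of all tested compounds plus 3 SD, cut at about 73% in these data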;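 also: 0% = DMSO wells and 100% = reporter-only cells lacking LRH-1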
Target sequence (O00482 whole entry, looked up): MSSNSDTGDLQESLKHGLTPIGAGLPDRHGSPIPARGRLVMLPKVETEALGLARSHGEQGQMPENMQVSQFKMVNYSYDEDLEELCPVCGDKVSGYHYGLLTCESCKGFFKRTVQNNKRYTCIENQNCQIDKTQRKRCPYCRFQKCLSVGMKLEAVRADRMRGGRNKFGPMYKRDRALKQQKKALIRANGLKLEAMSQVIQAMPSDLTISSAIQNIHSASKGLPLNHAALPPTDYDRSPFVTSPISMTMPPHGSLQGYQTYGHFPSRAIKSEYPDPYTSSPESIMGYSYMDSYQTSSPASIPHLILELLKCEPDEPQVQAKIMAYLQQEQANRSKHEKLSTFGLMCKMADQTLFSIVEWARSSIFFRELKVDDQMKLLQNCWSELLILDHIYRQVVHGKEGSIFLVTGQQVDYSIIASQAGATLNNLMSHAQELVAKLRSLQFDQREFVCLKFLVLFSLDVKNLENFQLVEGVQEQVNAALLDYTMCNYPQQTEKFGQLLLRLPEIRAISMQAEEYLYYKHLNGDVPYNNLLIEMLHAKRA
TROY NFkB inh: blocks TROY-dependent signaling in reporter cells | Q293 LMP1-TROYcd NF-kB luciferase reporter, 4 h | inhibition, % at 10 µM | 360,000 compounds, 0.98% hits | AID 1347056;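 active = compounds whose plate-normalised and pattern-corrected inhibition of the luciferase reporter signal at the single screening dose is 50% or more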
NR2F2 inh: blocks human COUP-TFII nuclear receptor | P24468 | HEK293T NGFI-A luciferase reporter, luminescence | inhibition, % at 8.6 µM | 370,000 compounds, 0.7% hits;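 active = inhibition above a per-plate cutoff, mean inhibition of test wells between control levels plus 3 SD, cut at about 38% in these data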;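 also: cells cotransfected with COUP-TFII expression vector driving the NGFI-A reporter; 0% = median of COUP-TF2 test wells and 100% = reporter-only cells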
NCOA1 inh: inhibitors of human steroid receptor coactivator 1 (SRC1); 360,000 compounds, 0.12% hits; AID 588354; Q15788; inhibition, % at 3.6 µM; HEK293 GAL4-SRC1 luciferase reporter, luminescence;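 active = inhibition above the campaign mean plus 3 SD, with each screening campaign given its own cutoff, cut at about 60% in these data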;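 also: 0% = DMSO treated cells and 100% = gossypol at 36 µM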
SRC2 inh: human SRC2 (NCOA2) inhibition; Q15596; HEK293 GAL4-SRC2 luciferase reporter, luminescence; inhibition, % at 9 µM; 370,000 compounds, 0.17% hits; AID 651957;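 active = inhibition above the mean inhibition of all tested compounds plus 3 SD, set per campaign, cut at about 52% in these data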;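 also: 0% = DMSO treated cells and 100% = cells given Gossypol at 36 µM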
SRC3 inh: inhibitors of human steroid receptor coactivator 3 (SRC3); Q9Y6Q9; inhibition, % at 3.6 µM; HEK293 GAL4-SRC3 luciferase reporter, luminescence; 360,000 compounds, 0.17% hits;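 active = inhibition above a per-campaign cutoff, the mean of all compounds plus 3 SD, cut at about 60% in these data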;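 also: 0% = DMSO-treated cells and 100% = gossypol-treated cells at 36 µM; higher means less SRC3-driven luciferase light from the GAL4 reporter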
TLR9-MyD88 block: TLR9-MyD88 interaction inhibition; Q9NR96+Q99836; CHO BLA complementation TLR9-MyD88, CCF4 FRET ratio; inhibition, % at 4.98 µM; 340,000 compounds, 0.21% hits; AID 504734;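 active = inhibition above the mean over all tested compounds plus 3 SD, cut at about 21% in these data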;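 also: 0% = DMSO only wells and 100% = clavulanate BLA inhibitor control wells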
Granule exo inh: blocks lytic granule exocytosis | TALL-104 LAMP-1 surface exposure, flow cytometry; cells stimulated with thapsigargin and PMA | inhibition, % at 10 µM | 360,000 compounds, 0.66% hits | AID 651702;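 active = inhibition above about 55%, limit read from the data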
TWEAK-Fn14 inh: blocks TWEAK-Fn14 interaction in a reporter cell assay; inhibition, % at 10 µM; TWEAK-stimulated Fn14 reporter cells, luciferase luminescence, 8 h; 360,000 compounds, 2% hits; AID 1159606; in the data active = inhibition above about 50%
Starred values were filed as active, the others as inactive; / = no result given. Not all compounds are listed, so the mix of outcomes need not match the whole.

SMILES	NOD2-RIPK2 inh	ABHD5 PLIN5 PPI	NR5A2 inv ag	TROY NFkB inh	NR2F2 inh	NCOA1 inh	SRC2 inh	SRC3 inh	TLR9-MyD88 block	Granule exo inh	TWEAK-Fn14 inh
COc1ccc(OCCCC(=O)NC(C)c2ccccc2)cc1 (stereo unspecified)	-2.2	8.7	-2.1	7.8	-35.5	-11.4	-26.8	11.4	1.9	-3.3	-16.5
COc1ccccc1CCNC(=O)C1CCN(C(=O)/C=C/c2ccccc2)CC1	2.5	9.7	-27.0	-4.1	-11.3	-39.1	-15.2	-15.2	-5.6	3.6	28.8
CC(=O)C1=C(O)C(=O)N(c2ccccn2)C1c1ccc(C)cc1 (stereo unspecified)	-3.2	-8.1	-5.9	-18.4	-38.0	-27.6	-49.4	-22.6	-64.8	3.8	7.5
CCCOc1ccc([C@@H]2C3CN(C(=O)OCC)CC=C3C(C#N)=C(N)C2(C#N)C#N)cc1OC (stereo partly specified)	-3.5	5.5	-11.6	-6.3	/	-24.1	/	13.1	-4.8	5.4	7.8
O=C(OCc1ccc([N+](=O)[O-])cc1)C1CC(=O)N(CCc2ccccc2)C1 (stereo unspecified)	-10.6	16.7	2.4	-8.2	1.3	-6.0	-2.5	15.0	-9.3	-2.3	-20.4
CCN(CC(=O)NC)S(=O)(=O)c1ccc(C)cc1	-0.1	6.7	-3.0	-2.7	-3.3	-16.5	-3.5	-1.8	5.0	-0.9	-3.9
COc1ccc(/C=N/NC(=O)c2[nH]ncc2Br)c(OC)c1	-7.0	2.1	-65.1	-3.1	-33.4	-66.1	-48.9	-92.5	0.2	-3.6	24.2
Cc1onc(-c2ccccc2)c1C(=O)NCc1ccccc1F	2.0	6.6	14.8	-2.2	17.8	-3.1	-10.6	7.0	-2.8	-2.4	15.7
CC1(C)CC(=O)/C(=C(\O)c2ccccc2)C(=NCCc2ccccc2)C1	-2.2	-0.2	5.7	-4.4	10.6	13.4	17.2	16.7	4.4	0.4	-5.1
O=P(Cc1cccc[n+]1[O-])(c1ccccc1)c1ccccc1	-6.7	3.4	2.8	-2.2	9.1	-17.6	1.8	-8.8	-2.7	2.4	-5.0
O=C(NOCc1ccccc1)OCc1ccccc1	2.5	5.9	-98.3	-69.1	-28.4	-36.9	-38.9	-63.1	0.1	-2.8	-15.4
C=CCn1c(C)nnc1SCC(=O)c1c(N)n(C2CC2)c(=O)[nH]c1=O	-10.0	6.5	-14.9	3.2	-8.4	-13.3	-24.5	11.6	3.9	-0.5	-0.6
N#Cc1ccccc1Cn1c(=O)n(Cc2ccc(C(=O)NCc3ccco3)cc2)c(=O)c2sccc21	2.6	4.0	-6.3	1.5	0.5	-37.9	-14.6	-8.8	-4.5	-3.7	17.8
Cc1c(NC(=O)C23CC4CC(CC(C4)C2)C3)c(=O)n(-c2ccccc2)n1C	10.7	-1.0	-6.5	15.1	2.5	-11.1	8.3	4.8	-2.0	-7.6	-5.3
COc1cccc(CNc2nn[nH]n2)c1OC	-4.8	1.6	7.0	-0.7	-12.3	0.3	-6.2	-13.0	-9.1	-1.5	1.2
CCn1c(CC(=O)Nc2ccc(C)cc2)nnc1SCC(=O)Nc1nc(C)cs1	0.2	7.6	3.1	-23.6	5.1	-23.1	-27.1	-1.4	1.0	2.1	1.0
COc1cc(CNc2ncnc3c2ncn3[C@H]2CN(CCN3CCOCC3)C[C@@H](CO)O2)cc(OC)c1OC	-9.1	11.6	6.0	-0.8	-9.0	14.5	11.2	-12.8	/	-10.1	-1.7
Cc1cc(Br)cn2c(Cc3ccsc3)c(C(C)(C)C)nc12	6.4	-12.1	4.3	-4.2	-1.2	-5.1	10.8	-8.0	/	0.5	13.4
COc1ccc(CC(=O)Nc2ccc(-c3cn4ccc(C)cc4n3)cc2)cc1	22.7*	-1.4	-62.4	4.4	-10.9	-41.5	-13.1	-42.9	8.3	-3.1	7.4
C/C(=C\C(=O)c1ccc(C)o1)Nc1ccc2c(c1)OCO2	-8.2	-3.4	-49.2	-1.1	-0.1	-22.4	-63.5	-33.2	4.5	-2.0	-26.2
COCc1cc(=O)c2ccccc2o1	-7.7	3.0	-21.6	-15.2	4.1	-22.5	-3.8	0.4	1.4	-3.3	-8.7
COC(=O)CCCC1=CC2=C(c3ccccc3)C(=O)C(C)(OC(=O)C3CCCC3)C(=O)C2=CN1c1ccccc1 (stereo unspecified)	-11.8	3.1	-11.9	-2.0	-9.9	-10.1	-9.1	-6.5	-3.8	-0.1	14.2
O=C(O)CC1C(=O)OCN1C(=O)OCc1ccccc1 (stereo unspecified)	-4.6	0.5	12.7	-8.7	12.7	-2.5	-3.5	10.1	6.4	-7.1	5.0
CSCCC(NC(=O)c1ccccc1Br)C(=O)N1CCN(C(C)=O)CC1 (stereo unspecified)	0.6	-7.6	13.7	-4.2	-4.3	-4.9	4.3	19.2	-11.5	-0.2	-2.9
C[C@@H](OC(=O)c1[nH]cnc1C(=O)NCc1ccc(CNC(=O)OC(C)(C)C)cc1)c1ccccc1	8.9	4.8	3.7	25.8	31.1	3.1	5.1	7.1	1.5	11.3	29.0

Molecules listed so far with a tert-butyl group, in the order listed:
SMILES	NOD2-RIPK2 inh	ABHD5 PLIN5 PPI	NR5A2 inv ag	TROY NFkB inh	NR2F2 inh	NCOA1 inh	SRC2 inh	SRC3 inh	TLR9-MyD88 block	Granule exo inh	TWEAK-Fn14 inh
Cc1cc(Br)cn2c(Cc3ccsc3)c(C(C)(C)C)nc12	6.4	-12.1	4.3	-4.2	-1.2	-5.1	10.8	-8.0	/	0.5	13.4
C[C@@H](OC(=O)c1[nH]cnc1C(=O)NCc1ccc(CNC(=O)OC(C)(C)C)cc1)c1ccccc1	8.9	4.8	3.7	25.8	31.1	3.1	5.1	7.1	1.5	11.3	29.0

Carrying on:
SMILES	NOD2-RIPK2 inh	ABHD5 PLIN5 PPI	NR5A2 inv ag	TROY NFkB inh	NR2F2 inh	NCOA1 inh	SRC2 inh	SRC3 inh	TLR9-MyD88 block	Granule exo inh	TWEAK-Fn14 inh
CC1CCCCN1C(=O)c1cccc(NC2=C(Cl)C(=O)N(Cc3ccccc3)C2=O)c1 (stereo unspecified)	-8.4	0.5	4.7	27.3	/	-0.6	/	-10.5	5.3	4.9	18.6
CCn1cc(C(=O)NCCN(C)C)c(=O)c2cc(F)c(N3CCN(C)CC3)cc21	-1.3	1.5	6.9	-20.1	-1.1	15.6	-11.1	-13.0	5.2	7.7	-18.8
c1ccc(-c2ccc3nncn3c2)cc1	-0.6	1.7	5.7	-5.1	-14.9	-3.6	-21.3	5.7	/	18.5	12.2
COC(=O)CCP(=O)(O)Cc1ccccc1CP(=O)(O)CCC(=O)OC	-1.3	2.9	19.1	-3.5	8.7	-5.8	-10.9	-26.7	-2.7	-6.2	12.7
COc1ccc(S(=O)(=O)Nc2cccc(C(C)=O)c2)cc1Br	2.6	3.6	0.0	15.2	1.2	1.9	24.4	15.2	-2.9	1.3	9.8
COc1ccc(C2=Nc3ccccc3N(C(=O)c3ccc4c(c3)OCO4)C2C(=O)NCc2ccccc2)cc1 (stereo unspecified)	2.9	0.3	3.2	/	-2.2	/	-1.8	/	/	-4.4	/
O=C(Nc1ccc(-n2cnnn2)cc1)C1CCCN1C(=O)Nc1ccc(Br)cc1 (stereo unspecified)	-4.5	2.1	-2.3	-2.3	-10.8	4.0	-26.4	-5.1	-0.7	18.0	0.7
CCCCCn1c(N)c(-c2nc3ccccc3s2)c2c([N+](=O)[O-])nn(C)c(=O)c21	-1.9	14.7	26.4	6.2	/	-10.6	/	21.2	2.3	-2.7	31.9
O=C(NCCO)/C(=C/c1cccc([N+](=O)[O-])c1)NC(=O)c1ccco1	-2.8	3.0	9.7	-15.8	12.0	-7.0	7.2	7.2	0.5	0.4	-17.1
COC(=O)[C@H](CC(C)C)NS(=O)(=O)c1ccc(F)cc1Br	11.7	8.2	-14.1	4.9	14.1	6.3	5.3	-17.1	-2.0	4.3	-5.3
COc1ccc(-c2nc3ccc(N4CCN(C)CC4)cc3c(=O)[nH]2)cc1	0.1	-6.8	-24.7	-30.8	-37.1	-4.2	-21.8	-27.9	-10.7	4.3	-8.2
CCOC(=O)C1CCN(C(=O)c2ccc(OCC(=O)Nc3cccc(C(F)(F)F)c3)cc2)CC1	-7.1	1.6	9.6	23.0	13.5	-2.1	7.1	-2.0	-7.7	-1.9	-2.1
CCN(CC)CCn1c2c(c(SCC(=O)Nc3cccc(C(C)=O)c3)nc1=O)CCCC2	3.0	8.7	-11.3	-6.1	3.3	-4.7	-22.4	7.8	-3.9	8.5	0.5
CSC1=N/C(=C\c2ccccc2C)C(=O)S1	-8.3	-4.4	8.7	-1.7	7.0	-3.6	-10.3	10.9	1.1	34.1	-8.1
O=C(N=Nc1c(O)[nH]c2ccccc12)c1cccc(S(=O)(=O)Nc2ccccc2Cl)c1	-1.7	-5.7	6.4	5.7	7.2	-9.7	7.2	0.7	-9.5	4.4	14.8
CCCCN1C(=N)N([C@@H](C)CN2CCC[C@H]2CN2C(N)=NC[C@@H]2Cc2ccccc2)C[C@H]1Cc1ccccc1	-7.8	10.6	-12.7	4.5	-5.8	1.9	-21.5	-11.0	-10.2	5.6	-16.3
CC(C)C(=O)Nc1ccc(S(=O)(=O)Nc2nccc(/C=C/c3ccccc3)n2)cc1	-0.7	10.4	-26.2	-0.7	12.6	1.5	5.3	6.6	-4.2	-0.4	-6.6
COc1ccccc1OCC(=O)OCC(=O)NC1CCCCC1	-5.1	-4.4	-11.0	11.9	-0.9	0.5	6.8	-0.8	-13.5	1.3	-9.2
O=C(NCc1cccnc1)C(=O)Nc1nc(C23CC4CC(CC(C4)C2)C3)cs1	-6.7	11.0	-7.3	-4.4	-1.3	-8.2	25.1	14.6	3.5	3.9	5.2
COc1cc(OC)cc(-c2oc3cccnc3c2C#CCCO)c1	-1.4	-0.2	50.0	-28.1	3.5	7.9	-2.3	-0.6	-0.3	-2.9	-38.9
CC(C)c1ccc(S(=O)(=O)c2cnc(=S)[nH]c2N)cc1	4.9	-0.7	14.3	-3.3	-0.3	-19.3	-22.1	6.6	6.7	-9.7	-11.1
CC(C)CN(C(=O)CSc1nc(-c2ccccc2)cn1N)c1c(N)n(Cc2ccccc2)c(=O)[nH]c1=O	-2.9	-15.8	-9.4	53.5*	-9.5	-14.7	-14.6	-20.8	11.4	7.3	43.2
Clc1ccc2nc(CSc3ccccc3)cn2c1	-1.6	-5.4	-133.3	20.4	-15.9	-91.3	-10.8	-46.5	-1.9	-5.0	59.6*
CCc1c(C)nc2ncnn2c1N1CCCC(C(=O)NCCc2ccc(OC)cc2)C1 (stereo unspecified)	-5.9	0.2	0.5	20.1	12.2	-6.1	10.0	14.5	-2.1	1.7	0.2
COc1ccc(S(=O)(=O)N(CC(=O)N2CCCCCC2)c2ccccc2OC)cc1	-7.0	0.1	5.4	9.2	-4.2	13.0	-13.6	15.6	-3.0	-5.8	24.4
NC(=S)Nc1ccc(C(F)(F)F)cc1Cl	-2.6	2.6	3.2	-11.0	-5.0	2.5	-28.2	17.8	-6.7	-2.1	6.7
Cc1ccc(C=C2C(=O)c3ccccc3C2=O)o1	-0.6	8.9	-64.1	0.7	-4.0	-62.7	-27.5	-7.9	6.1	19.1	-23.0
